Bioassay records as filed in PubChem.
PG9 binder: small molecules binding HIV-1 gp120 antibody PG9. TR-FRET gp120-PG9 antibody binding. inhibition, % at 6.7 µM. 360,000 compounds, 0.43% hits; in the data active means inhibition above about 8.5%
ABHD4 inh: ABHD4 (mouse) inhibition, primary FP screen | purified mABHD4, FP-Rh probe fluorescence polarization | inhibition, % at 8.92 µM | 370,000 compounds, 0.54% hits;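 active means inhibition exceeding the mean over every tested compound plus 3 SD, cut at about 30% in these data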;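 further: 0% = plate median of compound wells and 100% = S159A mutant with DMSO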
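Test system: mouse ABHD4 enzyme, wild type. Reagent: FP-Rh fluorescent activity-based probe, added after compound pre-incubation. Timing: pre-incubation 45 min, probe exposure 60 min, at 25 °C. Technique: FP readout, ex 525 nm / em 598 nm. Benchmarks: high control S159A mutant with DMSO, low control median of compound wells.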
SIAE primary: human SIAE inhibition, primary screen. Q9HAT2. SIAE FP-Rh probe binding, fluorescence polarization. inhibition, % at 9.66 µM. 370,000 compounds, 0.69% hits. AID 1053197;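 active means inhibition above a cutoff: mean of compounds within the control limits plus 3 SD of those, cut at about 17% in these data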;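 further: 0% = plate median of compound wells and 100% = probe without SIAE protein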
TCR-CD3 inh: human TCR-CD3 binding inhibition | 360,000 compounds, 0.37% hits | TAMRA-labeled TCR probe fluorescence, biochemical | AID 651800 | inhibition, % at 9.4 µM; in the data active means inhibition above about 19%;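 further: recombinant mutant TCR 2C K166C tagged with TAMRA read by polarization; 0% = receptor in buffer alone and 100% = receptor with positive control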
PRMT1 inh: blocks human protein arginine methyltransferase 1. inhibition, % at 2.79 µM. Q99873. 370,000 compounds, 1.3% hits. recombinant PRMT1, activity-based probe fluorescence polarization;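 active means inhibition above about 21% made by adding two undisclosed values, limit read from the data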
Target sequence (Q99873 whole entry, looked up): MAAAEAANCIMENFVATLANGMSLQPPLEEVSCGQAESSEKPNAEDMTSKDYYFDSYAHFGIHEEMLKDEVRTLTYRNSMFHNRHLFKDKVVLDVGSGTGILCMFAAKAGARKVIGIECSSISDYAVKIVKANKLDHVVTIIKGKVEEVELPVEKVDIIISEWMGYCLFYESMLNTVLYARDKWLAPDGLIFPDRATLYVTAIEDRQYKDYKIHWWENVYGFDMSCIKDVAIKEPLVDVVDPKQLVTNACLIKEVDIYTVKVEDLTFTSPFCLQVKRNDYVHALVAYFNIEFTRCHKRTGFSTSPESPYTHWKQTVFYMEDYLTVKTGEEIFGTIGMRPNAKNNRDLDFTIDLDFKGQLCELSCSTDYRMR
TDP2 inh: TDP2 (human) inhibition, absorbance primary screen | O95551 | recombinant TDP2, T5PNP hydrolysis, p-nitrophenol absorbance 415 nm | inhibition, % at 12.8 µM | 370,000 compounds, 0.34% hits;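 active means inhibition above the mean of all tested compounds plus 3 SD, set per campaign, cut at about 25% in these data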;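 further: 0% = DMSO with enzyme and 100% = buffer with substrate but no TDP2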
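Test system: human TDP2 enzyme; Input: 120 nM TDP2 per well; Buffer or medium: Mg2+-containing Tris-HCl buffer, pH 7.5; Reagent: 5 mM T5PNP; Dosing: 12.8 µM single point, 1% DMSO; Incubation: reaction 2 h, 37 °C; Detection: p-Nitrophenol epi absorbance; Read-out: % inhibition relative to enzyme-containing and enzyme-free wells; Replicates: single well per compound.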
LEDGF integ inh: blocks HIV-1 LEDGF/p75-dependent DNA integration. inhibition, % at 3.7 µM. TR-FRET IN-LEDGF/p75 DNA integration, Eu/Cy5. 370,000 compounds, 0.64% hits;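 active means inhibition above the screen-wide mean plus 3 SD, cut at about 13% in these data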;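 further: signal is the Cy5 over europium emission ratio at 671 and 618 nm; 0% = plate median of compound wells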
UHRF1 MBD2 ctr: human UHRF1 methylated DNA binding inhibitors; UHRF1 binding to methylated oligo, TR-FRET; inhibition, % at 4.4 µM; 370,000 compounds, 0.75% hits; in the data active means inhibition above about 21%;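 further: UHRF1 SRA domain binding a hemimethylated CpG hairpin DNA probe; 0% = median of test compound wells and 100% = reference inhibitor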
DDE Tn7 FP inh: inhibitors of Tn7 peptide binding to human fibrin DD(E); P02675; FP displacement of FITC-Tn7 peptide from fibrin DD(E); 0% = median of compound wells per plate; inhibition, % at 8.3 µM; 370,000 compounds, 0.13% hits; AID 720508;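 active means inhibition above the mean of compounds falling within the control limits plus 3 SD of them, cut at about 14% in these data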;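 further: 0% = plate median of compound wells and 100% = 10 µM Aha-Tn7 peptide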
Target sequence (P02675 whole entry, looked up): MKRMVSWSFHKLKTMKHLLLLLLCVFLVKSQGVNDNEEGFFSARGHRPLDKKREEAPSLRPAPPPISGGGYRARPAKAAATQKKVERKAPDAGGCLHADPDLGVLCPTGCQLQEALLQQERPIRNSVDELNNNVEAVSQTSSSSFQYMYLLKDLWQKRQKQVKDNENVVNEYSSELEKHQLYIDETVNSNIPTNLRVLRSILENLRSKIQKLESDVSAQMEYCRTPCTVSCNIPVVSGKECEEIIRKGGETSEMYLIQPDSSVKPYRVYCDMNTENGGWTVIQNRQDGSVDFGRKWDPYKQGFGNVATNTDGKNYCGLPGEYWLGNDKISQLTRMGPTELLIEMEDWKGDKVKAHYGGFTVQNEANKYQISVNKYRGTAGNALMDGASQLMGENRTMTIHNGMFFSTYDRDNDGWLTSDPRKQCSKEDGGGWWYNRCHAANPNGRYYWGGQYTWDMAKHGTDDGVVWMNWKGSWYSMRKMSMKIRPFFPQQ
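Assay system: Fibrin-DD(E) protein isolated from polymerized human fibrin clots; read-out basis: percent inhibition; medium: Tris/NaCl/CaCl2 buffer, pH 7.8; signal: FP measurement; incubation: 10 min plus 3 h, room temperature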
HTRA1 inhibitor: HTRA1 (human) protease inhibition. Q92743. recombinant HTRA1, FP-rhodamine activity-based probe, fluorescence polarization. inhibition, % at 5.96 µM. 340,000 compounds, 0.5% hits; in the data active means inhibition above about 36%;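 further: 0% = enzyme with DMSO and 100% = wells lacking enzyme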
* = called active by the depositor; . = no result given. Hits appear at their usual frequency; about 4.2% have a hit in one of these screens.

Start of the data: the first two entries as a preview:
PG9 binder,ABHD4 inh,SIAE primary,TCR-CD3 inh,PRMT1 inh,TDP2 inh,LEDGF integ inh,UHRF1 MBD2 ctr,DDE Tn7 FP inh,HTRA1 inhibitor,Compound
1.4,1,3,-5,-5,-13,1,1,-6,-12,COc1ccccc1N/C(N)=N/c1nc(C(F)(F)F)cc(=O)[nH]1
-1.2,-8,5,7,0,1,-3,1,9,.,Cc1ccccc1-c1cc2nc(NCc3ccc(N(C)C)cc3)n(C)c(=O)c2s1

The list itself, repeating the preview:
PG9 binder,ABHD4 inh,SIAE primary,TCR-CD3 inh,PRMT1 inh,TDP2 inh,LEDGF integ inh,UHRF1 MBD2 ctr,DDE Tn7 FP inh,HTRA1 inhibitor,Compound
1.4,1,3,-5,-5,-13,1,1,-6,-12,COc1ccccc1N/C(N)=N/c1nc(C(F)(F)F)cc(=O)[nH]1
-1.2,-8,5,7,0,1,-3,1,9,.,Cc1ccccc1-c1cc2nc(NCc3ccc(N(C)C)cc3)n(C)c(=O)c2s1
0.7,-8,5,7,1,1,1,-1,-3,-2,CC(C)=CC(=O)Nc1nnc(C(C)C)s1
-1.8,-2,-3,5,-2,-9,3,2,-10,-6,Cc1ccc(CC2C(=O)N(c3ncccn3)C(=O)C2C)cc1 (centres undefined)
-5.6,-4,-4,-1,-2,-13,0,1,-7,-1,CCOc1ccc(N(C(C)C(=O)Nc2cccnc2)S(C)(=O)=O)cc1 (centres undefined)
-2.1,-6,-1,3,-2,13,3,-5,-4,-10,CCn1c(/C=C/c2ccccc2)nc2ccccc2c1=O
-0.4,-4,3,-5,-3,0,-6,-6,6,-7,O=C(NCc1ccccn1)c1cc2c(ccc3ccccc32)oc1=O
0.7,-5,-3,0,4,-9,1,4,-1,16,CC1CCCC(NC(=O)COC(=O)CSc2ccc3ccccc3c2)C1C (centres undefined)
1.5,10,5,-6,4,7,-4,0,3,5,O=C(CN1C(=O)NC2(CCCCCC2)C1=O)c1ccc(F)cc1
-1.9,-8,1,-16,-3,-28,5,4,0,8,OCC1(Cc2ccccc2F)CCCN(CCc2ccccc2)C1 (centres undefined)
-2.7,-10,-5,11,19,0,5,47*,-2,3,O=C(NN1C(=O)/C(=C\c2cccnc2)SC1=S)c1ccco1
-2.4,1,1,-5,0,-4,3,-1,-5,2,O=C1C2C3C=CC(C3)C2S(=O)(=O)C2C3C=CC(C3)C12 (centres undefined)
0.7,3,4,3,-1,0,0,2,2,-1,CC1CN(c2sc(S(C)(=O)=O)nc2S(=O)(=O)c2ccc(Cl)cc2)CC(C)O1 (centres undefined)
-0.6,-6,11,3,2,-10,0,-2,6,4,COc1cccc(/C=C/C(=O)N2CCN(c3ccccn3)CC2)c1
1.2,5,5,4,-3,0,-1,-2,1,0,Cc1scc(C(=O)NNC(=S)NCc2ccccc2)c1C
-1.2,-1,-3,4,1,4,-4,-2,-4,5,CCOC(=O)C1=C(COC(=O)c2ccc(Br)o2)NC(=O)NC1C (centres undefined)
-2.2,2,0,-8,1,-4,-4,3,-6,-6,CCCC(=O)Nc1ccc(NC(=O)c2ccccc2F)cn1
-0.4,-5,-3,1,-1,10,1,-1,-4,-1,CCOc1ccc(CNC(=O)C2CCC(=O)N2C2CCCC2)cc1OC (centres undefined)
0.7,-3,2,5,-2,9,6,-1,-5,4,CC(=O)Nc1c(C)nn(-c2ccc([N+](=O)[O-])cc2)c1C
1.9,39*,20*,23*,0,12,2,-17,2,52*,Oc1c(Cl)cc(Cl)cc1/C=N/NC(=S)NC1CC2C=CC1C2 (centres undefined)
0.2,6,2,0,1,4,-3,1,0,4,Cc1cc(-c2ccc(C)c(S(=O)(=O)NCCCN3CCCCCC3)c2)on1
0.1,0,10,-3,-2,1,2,2,-5,3,NC(=O)COC(=O)C1c2ccccc2Oc2ccccc21
-1.3,-3,-7,0,0,4,-1,-6,-1,-10,Cn1c(CC2C(=O)Nc3ccc(Br)cc32)nc2ccccc2c1=O (centres undefined)
0.0,2,-3,4,3,-8,-1,1,4,1,CCOc1ccc(N2C(=O)CC(SCC(=O)O)C2=O)cc1 (centres undefined)
1.2,-6,0,-2,0,10,17*,19,0,-75,Cc1ccc(S(=O)(=O)Nc2ccc(Br)cc2/C=N/n2cnnc2)cc1
0.1,-2,-1,-2,0,-1,-3,1,4,6,C[C@@H]1CCC[C@@]2(O[C@@H](CCO)C[C@@H](O)[C@@H]2O)O1
-0.4,-4,-5,-2,-2,-12,0,2,-3,-2,CCCC(=O)Nc1cc2c3c(c1)CC(=O)N3CCC2
-0.9,1,1,1,-4,2,-3,-2,-11,5,COC(=O)c1ccc(C)c(NC(=O)CCn2[nH]c(=O)ccc2=O)c1
-2.1,2,0,1,-1,7,1,0,6,2,COc1ccc(CN2C(=O)C(CC(=O)NCc3cccc4ccccc34)CC(C(=O)N(C)C)=C2C)cc1 (centres undefined)
-1.6,-1,-10,0,-2,-5,-4,0,9,-5,CCC(=O)Oc1ccc(NC(=O)c2ccc(S(=O)(=O)N3CCCC3)cc2)cc1

Sorted by heavy-atom count (ascending): part of the list above
PG9 binder,ABHD4 inh,SIAE primary,TCR-CD3 inh,PRMT1 inh,TDP2 inh,LEDGF integ inh,UHRF1 MBD2 ctr,DDE Tn7 FP inh,HTRA1 inhibitor,Compound
0.1,-2,-1,-2,0,-1,-3,1,4,6,C[C@@H]1CCC[C@@]2(O[C@@H](CCO)C[C@@H](O)[C@@H]2O)O1
0.1,0,10,-3,-2,1,2,2,-5,3,NC(=O)COC(=O)C1c2ccccc2Oc2ccccc21
1.5,10,5,-6,4,7,-4,0,3,5,O=C(CN1C(=O)NC2(CCCCCC2)C1=O)c1ccc(F)cc1
-0.4,-5,-3,1,-1,10,1,-1,-4,-1,CCOc1ccc(CNC(=O)C2CCC(=O)N2C2CCCC2)cc1OC (centres undefined)
0.7,3,4,3,-1,0,0,2,2,-1,CC1CN(c2sc(S(C)(=O)=O)nc2S(=O)(=O)c2ccc(Cl)cc2)CC(C)O1 (centres undefined)

The listing continues.
PG9 binder,ABHD4 inh,SIAE primary,TCR-CD3 inh,PRMT1 inh,TDP2 inh,LEDGF integ inh,UHRF1 MBD2 ctr,DDE Tn7 FP inh,HTRA1 inhibitor,Compound
0.4,2,7,4,0,3,0,-2,1,6,CC(C)C(NC(=O)C1CCCCC1)C(=O)Nc1ccncc1 (centres undefined)
-1.4,-2,-3,-1,-1,-6,-3,-4,11,6,COCCNC(=O)CN1c2ccccc2CC1C (centres undefined)
-1.3,1,-1,7,0,-9,-3,-1,5,2,CCC(C)(C)NC(=O)Cn1c(=O)oc2cc(S(=O)(=O)N3CC(C)CC(C)C3)ccc21 (centres undefined)
-3.7,17,-7,1,-3,-2,4,17,2,-8,O=C(COC(=O)c1ccc(NS(=O)(=O)c2cccs2)cc1O)NC1CCCCC1
-0.9,3,-3,-3,6,8,-1,0,-4,7,COc1cccc(C(C)NC(=O)C2CCCO2)c1 (centres undefined)
0.2,4,1,1,0,-6,4,1,1,2,COC(=O)CSc1nc(C(C)C)nc2ccccc12
-0.3,1,0,5,-5,4,1,0,3,-1,COc1cc[n+]([O-])cc1[N+](=O)[O-]
-1.2,2,-1,9,1,8,-1,0,-9,-1,COc1ccccc1CNC(=O)CN1C(=O)NC2(CCCCCC2)C1=O
3.4,-7,2,-9,0,3,-3,-2,7,3,CC(=O)Nc1ccc(OS(=O)(=O)c2ccc(C)cc2C)cc1
0.4,-3,1,7,-1,-8,-9,-2,6,-2,COc1ccc([N+](=O)[O-])cc1NC(=O)c1ccccc1SC
-0.1,-31,-12,1,2,-6,0,4,3,-40,Cc1ccc(N(CC(=O)Nc2cc(Cl)ccc2Oc2ccccc2)S(C)(=O)=O)c(C)c1
0.3,1,7,-6,-2,13,-1,-4,-9,1,CSc1nnc(C)c(=O)n1COC(=O)COc1ccc(Cl)cc1
-2.3,-4,14,9,-1,1,0,-1,6,-15,Cc1cc(C)cc(NC(=O)C(=O)NCC2CCCN2S(=O)(=O)c2cccs2)c1 (centres undefined)
0.2,4,13,1,-5,-8,4,-1,-8,.,COc1ccc(-c2cc(CNc3nc(NC(C)C)nc4cc(-c5ccccc5)sc34)on2)cc1
3.2,2,5,-2,-1,7,-1,-4,5,.,CN1CCN(c2ccc(CNC(=O)C3Cc4c(-c5ccc(Cl)cc5)ccnc4O3)cc2)CC1 (centres undefined)
0.5,-1,4,-4,-2,5,1,-3,-3,4,COc1ccc(CNC(=O)[C@H](Cc2c[nH]c3ccccc23)NC(C)=O)cc1OC
-2.8,3,-1,4,4,-7,-1,1,1,5,Cc1c(Cl)c([N+](=O)[O-])nn1CC(=O)NC(C)C1CC2CCC1C2 (centres undefined)
0.8,2,0,6,-7,-8,-2,0,1,2,COc1ccc(Cl)cc1S(=O)(=O)N1CCN(C)CC1
-1.0,-5,12,-4,-2,-4,4,0,6,4,COCCNC(=O)C(c1ccc(C)cc1)N(Cc1ccco1)C(=O)CCC(=O)Nc1ccccn1 (centres undefined)
0.0,1,0,2,1,4,-4,-1,2,-6,Cc1ccc2nc(SCC(=O)N3c4ccccc4CC3C)c(C)cc2c1 (centres undefined)
